Source: PubChem (several laboratories)
HDAC3 inh – human HDAC3 inhibition | recombinant HDAC3, fluorogenic peptide/trypsin coupled, fluorescence | AID 2718 | 0.15% of 320,000 active | inhibition, % at 8.3 µM | O15379; in the data active = inhibition above about 26%, passing the limit was not always enough
ANO1 activ – activates or potentiates the mouse TMEM16A chloride channel. Q8BHY3. B-score at 10 µM. HEK293 TMEM16A/YFP-H148Q/I152L, iodide quench fluorescence; stronger effect = lower value. 0.3% of 340,000 active;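 active = fluorescence-ratio B-score plate-corrected deviation score at least 3 library SD below zero, with starting fluorescence score within 5 deviations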;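 also: channel opened by trigger with iodide after compound preincubation; score built on the fluorescence ratio of max minus min over baseline; more negative score means more quench and so TMEM16A activation or potentiation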
Target sequence (Q8BHY3 whole entry, looked up): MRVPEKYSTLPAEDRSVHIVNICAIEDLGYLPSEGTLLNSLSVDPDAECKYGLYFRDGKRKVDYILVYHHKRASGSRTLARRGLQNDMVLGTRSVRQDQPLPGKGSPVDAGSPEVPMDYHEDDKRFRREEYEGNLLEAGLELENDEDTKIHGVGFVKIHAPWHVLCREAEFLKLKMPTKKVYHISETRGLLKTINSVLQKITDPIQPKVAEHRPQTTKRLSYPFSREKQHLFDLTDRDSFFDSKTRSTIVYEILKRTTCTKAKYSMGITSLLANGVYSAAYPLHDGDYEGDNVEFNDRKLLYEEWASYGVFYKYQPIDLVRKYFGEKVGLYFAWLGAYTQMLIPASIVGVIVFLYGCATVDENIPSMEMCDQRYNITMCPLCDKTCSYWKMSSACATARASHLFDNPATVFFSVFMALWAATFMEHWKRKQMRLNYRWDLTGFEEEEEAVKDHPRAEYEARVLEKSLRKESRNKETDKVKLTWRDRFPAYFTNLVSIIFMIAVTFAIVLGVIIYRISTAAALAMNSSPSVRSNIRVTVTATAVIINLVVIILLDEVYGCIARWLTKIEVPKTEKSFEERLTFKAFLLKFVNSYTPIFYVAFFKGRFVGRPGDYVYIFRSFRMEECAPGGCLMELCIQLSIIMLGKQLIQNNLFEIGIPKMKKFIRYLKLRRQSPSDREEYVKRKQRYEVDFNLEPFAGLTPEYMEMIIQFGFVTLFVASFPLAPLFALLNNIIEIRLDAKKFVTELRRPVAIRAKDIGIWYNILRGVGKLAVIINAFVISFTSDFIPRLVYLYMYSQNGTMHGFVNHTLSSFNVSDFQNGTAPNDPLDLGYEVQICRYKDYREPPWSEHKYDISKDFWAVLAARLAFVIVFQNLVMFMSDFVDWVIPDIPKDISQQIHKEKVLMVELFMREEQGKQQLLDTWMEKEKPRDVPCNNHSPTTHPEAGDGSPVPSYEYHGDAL
The depositor's hits bear a star; i = inactive. A portion of the library, so the mix of outcomes need not match the whole.

mol	HDAC3 inh	ANO1 activ
CSc1cccc(N2CC(C(=O)N3CCN(S(=O)(=O)c4ccccc4Cl)CC3)CC2=O)c1 (stereo unspecified)	4.3	i
COc1ccc(S(=O)(=O)N2CCN(C(=O)C3CC3)CC2)cc1Br	0.5	i
O=C(C1=C(O)C(=O)N(c2nc3ccc(Cl)cc3s2)C1c1ccco1)c1ccco1 (stereo unspecified)	3.8	i
CCN(CC)C(=O)/C=C/c1ccccc1	2.6	i
N#Cc1ccc(S(=O)(=O)N2CCN(C(=O)C3CC(=O)N(c4ccc5c(c4)OCCO5)C3)CC2)cc1 (stereo unspecified)	-0.9	i
C[C@H](CO)N1C[C@H](C)[C@@H](CN(C)Cc2ccc(Cl)c(Cl)c2)Oc2c(NC(=O)C3CC3)cccc2C1=O	10.2	i
O=C(CN1CCN(c2ccc(O)cc2)CC1)Nc1ccc2c(c1)OCCCO2	-7.6	i
COc1ccc(OC)c(/C=C/C(=O)OCC(=O)Nc2nnc(-c3ccccc3)o2)c1	-30.7	i
COc1ccc(NC(=O)c2cc(C)cc(C)c2)cc1S(=O)(=O)N1CCCCC1	1.2	i
CCN(C(=O)CO/N=C/c1ccc(OC)cc1OC)c1c(N)n(Cc2ccccc2)c(=O)[nH]c1=O	0.2	i
CC(=O)c1ccc(N2C(=O)CC(N3CCN(S(=O)(=O)c4cc(C)ccc4C)CC3)C2=O)cc1 (stereo unspecified)	-0.5	i
C[C@H]1CN([C@@H](C)CO)C(=O)Cc2cc(NC(=O)Cc3ccccc3)ccc2O[C@H]1CN(C)S(=O)(=O)c1cccs1	-0.7	i
CCN(CC(=O)Nc1ccc(NC(C)=O)cc1)C(=O)c1cccc2ccccc12	0.9	i
O=C(CN1C(=O)NC2(CCCc3ccccc32)C1=O)c1ccccc1F (stereo unspecified)	1.8	i
C[C@@H]1CN([C@@H](C)CO)C(=O)c2cccc(NS(C)(=O)=O)c2O[C@H]1CN(C)Cc1ccc(Oc2ccccc2)cc1	0.0	i
N#Cc1cccc(NS(=O)(=O)c2ccc(S(=O)(=O)N3CCOCC3)cc2)c1	-3.0	i
COc1ccc(NC(=O)COC(=O)c2cc(=O)c3ccccc3o2)cc1OC	-6.8	i
CCCCN1CC(=O)N2[C@H]3c4cc(Br)ccc4OC[C@@H]3[C@H](C(=O)OCC)[C@]2(C)C1=O	-0.5	i
COCCn1c(SCC(=O)Nc2cc(C)on2)nc2ccccc2c1=O	-1.9	i
Cc1ccc(S(=O)(=O)N2CCN(C(=O)Cn3c(=O)cnc4ccccc43)CC2)cc1	6.2	i
CC[C@H]1C/C=C\Cc2ccccc2[C@H](C(=O)C[C@@H](O)CC(C)=O)OC1=O	-5.9	i
CCC(CO)Oc1cc(NC(=O)c2ccccc2C)c2ncn(C(C)C)c2c1 (stereo unspecified)	-1.6	i
COc1ccc([C@@]2(C(C)C)ON(c3ccccc3C(F)(F)F)C2=O)cc1	7.0	i
COc1ccc(N(C)S(=O)(=O)c2cccc(C(=O)OCC(=O)N3CC(C)CC(C)C3)c2)cc1 (stereo unspecified)	3.9	i
Cc1cccc(N2CCN(CC(=O)N(C3CCCC3)C3CCS(=O)(=O)C3)CC2)c1C (stereo unspecified)	-5.0	i
CCCNC(=O)C(Cc1ccc(Cl)cc1)NC(=O)c1ccc(C#N)cc1 (stereo unspecified)	2.8	i
COCCCN(C(=O)C1CCCCC1)c1c(N)n(Cc2ccccc2)c(=O)[nH]c1=O	-4.5	i
Cc1c(C(=O)N2CCN(c3ccc([N+](=O)[O-])cc3)CC2)oc2ccccc12	2.2	i
Cc1cc(NS(=O)(=O)c2ccc(NC(=O)c3ccc(F)cc3)cc2)nc(C)n1	0.8	i
O=C1CCC(C(=O)OC(C(=O)Nc2cc(Cl)cc(Cl)c2)c2ccccc2)=NN1 (stereo unspecified)	2.3	i

Compounds from the list above that contain bromine (2):
mol	HDAC3 inh	ANO1 activ
COc1ccc(S(=O)(=O)N2CCN(C(=O)C3CC3)CC2)cc1Br	0.5	i
CCCCN1CC(=O)N2[C@H]3c4cc(Br)ccc4OC[C@@H]3[C@H](C(=O)OCC)[C@]2(C)C1=O	-0.5	i

Next structures follow:
mol	HDAC3 inh	ANO1 activ
Cc1cc(C(=O)Nc2ccc(Cl)c(S(=O)(=O)N3CCOCC3)c2)c2ccccc2n1	-0.3	i
Cc1ccc(NC(=O)Cc2ccccc2)cc1S(=O)(=O)N1CCOCC1	-1.7	i
Nc1cccc(O)c1	-6.8	i
CCc1ccccc1NC(=O)CN(C)C(=O)COC(=O)c1ccco1	2.2	i
O=C(CN1CCN(C(=O)c2cncn2-c2ccc(F)cc2)CC1)Nc1ccccc1C(F)(F)F	4.4	i
CCOc1ccc(C(=O)CCC(=O)Nc2cccc(S(=O)(=O)N3CCCCC3)c2)cc1	11.3	i
COc1ccc(NC(=O)CN(C)C(=O)CNC(=O)c2sc3ccccc3c2Cl)cc1	3.0	i
CNC(=O)NC(=O)CSc1ccc(S(=O)(=O)N2CCOCC2)cn1	-0.2	i
Cc1ccc(CNC(=O)c2cccc3c2C(=O)c2ccc(N4CCC(C)CC4)cc2S3(=O)=O)cc1	8.0	i
COc1cccc(C(=O)OCC(=O)N2CCc3ccccc3C2)c1	-1.3	i
Cc1ccc(C(=O)NCC(=O)OCC(=O)c2ccccc2)s1	-0.2	i
O=C(NC1CCCC(C(F)(F)F)C1)c1ccc([N+](=O)[O-])o1 (stereo unspecified)	-7.7	i
CCc1ccc(-n2c(SCC(=O)NC3CCS(=O)(=O)C3)nc3ccccc3c2=O)cc1 (stereo unspecified)	7.7	i
O=C(CCNS(=O)(=O)c1cccc(C(F)(F)F)c1)NCc1ccco1	3.5	i
COc1ccccc1CC(=O)OC(C)C(=O)Nc1ccc(S(=O)(=O)N2CCCCC2)cc1 (stereo unspecified)	8.3	i
O=C(COC(=O)c1cccc(Br)c1)NCc1ccco1	2.7	i
CC(C)(C)[C@@H]1COC(=O)[C@@H](Cc2ccc(F)cc2)CC/C=C\C[C@@H](CC(=O)N(CCO)Cc2ccccc2)C(=O)N1	3.8	i
C[C@H](CO)N1C[C@H](C)[C@@H](CN(C)Cc2ccncc2)Oc2c(NS(=O)(=O)c3ccc(F)cc3)cccc2C1=O	2.2	i
CCOC(=O)[C@H]1[C@H]2COc3ccc(Br)cc3[C@@H]2N2C(=O)CN(Cc3ccc(F)cc3)C(=O)[C@@]12C	0.5	i
O=C(CN1C(=O)NC2(CCCCC2)C1=O)NCCc1ccccc1	-1.4	i
Cc1ccc(C(=O)OCC(=O)NCCc2ccc(S(N)(=O)=O)cc2)o1	5.2	i
CC1(c2ccccc2)NC(=O)N(CC(=O)N2CCN(S(=O)(=O)c3c(F)cccc3F)CC2)C1=O (stereo unspecified)	-3.5	i
CN(c1ccccc1)S(=O)(=O)c1cccc(NC(=O)c2cccc(C#N)c2)c1	14.0	i
C[C@H](CO)N1C[C@H](C)[C@@H](CN(C)C(=O)Nc2ccc(C(F)(F)F)cc2)Oc2ccc(NC(=O)CCC(F)(F)F)cc2C1=O	8.8	i
C=CCC[C@@H](Cc1ccc(F)cc1)C(=O)OC[C@@H]1CCCN1C(=O)[C@H](CC=C)CC(=O)N[C@H](CO)Cc1ccccc1	17.7	i
CN1C(=O)N(CC(=O)N2CCN(S(=O)(=O)/C=C/c3ccccc3)CC2)C(=O)C12CCCCC2	-4.6	i
COc1cc(Cl)c(C)cc1NC(=O)COC(=O)C1CC1C (stereo unspecified)	-0.2	i
CC1(c2ccccc2)NC(=O)N(CC(=O)NCC2CCCO2)C1=O (stereo unspecified)	-8.6	i
COC(=O)[C@H](CCSC)NC(=O)Cn1cnc2c(SC)nc(N)nc21	5.5	i
CN(CC(=O)Nc1cccc(F)c1)C(=O)c1cc(=O)[nH]c2ccccc12	-3.1	i

(cont.)
mol	HDAC3 inh	ANO1 activ
CCCNC(=O)C(Cc1ccccc1F)NC(=O)c1ccccn1 (stereo unspecified)	1.3	i
O=C(CN1C(=O)c2ccccc2C1=O)OCc1nc2ccsc2c(=O)[nH]1	3.9	i
CNS(=O)(=O)c1cccc(C(=O)OCCCC(=O)c2ccccc2)c1	3.3	i
CCc1ccccc1NC(=O)CNC(=O)c1ccc(OCc2cn3ccccc3n2)cc1	-1.1	i
N#Cc1ccc(S(=O)(=O)N2CCN(CC(=O)NCC3(N4CCOCC4)CCCCC3)CC2)cc1	-9.4	i
COc1cc2cnc(-c3ccccc3)c(-c3ccc([N+](=O)[O-])cc3)c2cc1OC	-14.2	i
O=C(Nc1cccc(S(=O)(=O)N2CCOCC2)c1)C1CCN(S(=O)(=O)c2ccccc2)CC1	-3.3	i
Cc1c(O)c(C)c2c(c1O)C(=O)C[C@@H](c1ccccc1)O2	5.6	i
CCN(CC)C(=O)OCCc1cc2ccccc2c(=O)o1	0.0	i
COc1ccc(/C=C\C(=O)O[C@@H]2C(O)C(O[C@@H]3OC(C)[C@H](O[C@@H]4OCC(O[C@H]5O[C@H](CO)[C@@H](O)C(O)C5O)C(O)C4O)C(O)C3O)[C@H](OC(=O)[C@]34CCC(C)(C)C[C@@H]3C3=CCC5[C@@]6(C)CC(O)C(O[C@@H]7OC(CO)C(O)[C@H](O)[C@H]7O)[C@@](C)(C(=O)O)C6CC[C@@]5(C)[C@]3(CO)CC4)O[C@H]2C)cc1 (stereo partly specified)	16.2	-32.1*
O=C(Cc1n[nH]c(=O)c2ccccc12)Nc1cccc(S(=O)(=O)N2CCCCCC2)c1	-1.7	i
CCN(CC(=O)Nc1ccc(OC)cc1)C(=O)Cc1ccc(OC)c(S(=O)(=O)N2CCOCC2)c1	-9.3	i
COc1ccc(C(=O)NCC(=O)OCC(=O)NC23CC4CC(CC(C4)C2)C3)cc1	1.8	i
CN(CC(=O)Nc1ccc(F)cc1)C(=O)Cc1ccsc1	-0.6	i
Cc1cccc(NC(=O)c2ccc(OCc3c(C)noc3C)cc2)n1	-2.6	i
CC(=O)Nc1ccc(NC(=O)C(C)OC(=O)C23CC4CC(CC(Cl)(C4)C2)C3)cc1 (stereo unspecified)	-1.2	i
CCOC(=O)c1c(C)[nH]c(C(=O)OCC(=O)Nc2ccc(Cl)cn2)c1C	-4.6	i
O=C(COC(=O)C1CC(=O)N(Cc2ccccc2)C1)Nc1cccc([N+](=O)[O-])c1 (stereo unspecified)	3.7	i
C#CCOCCOCCOCCNc1nc(N2CCN(C(=O)[C@H](CCCCN)n3cc([C@@H](N)CC(N)=O)nn3)CC2)nc(N2CCN(C(=O)[C@H](CCCCN)n3cc([C@@H](N)CC(N)=O)nn3)CC2)n1	1.6	i
CCOC(=O)[C@H]1[C@H]2COc3cc(OC)ccc3[C@@H]2N2C(=O)CN(CC3CCCO3)C(=O)[C@@]12C (stereo partly specified)	5.8	i
Cc1ccc(NC(=O)CN2CCCC2c2cccs2)cc1S(=O)(=O)N1CCCCC1 (stereo unspecified)	4.1	i
CC(Sc1nnc2ccccn12)C(=O)Nc1ccc(N2CCOCC2)cc1 (stereo unspecified)	-0.4	i
C[C@@H]1CN([C@H](C)CO)C(=O)c2cc(NC(=O)Cc3cn(C)c4ccccc34)ccc2O[C@H]1CN(C)C(=O)Nc1ccc2c(c1)OCO2	-7.1	i
Cc1nn(CC(=O)c2ccc3c(c2)OCCO3)c(=O)c(C#N)c1C	-5.1	i
Cc1ccccc1N1CCN(C(=O)[C@@H]2CCCN2C2=NS(=O)(=O)c3ccccc32)CC1	-2.0	i
Cc1ccc(S(=O)(=O)CCC(=O)OCCOc2cccc(Br)c2)cc1	7.6	i
COc1ccccc1NS(=O)(=O)c1cc(NC(=O)Cc2n[nH]c(=O)c3ccccc23)ccc1Cl	1.7	i
O=C(CN1C(=O)NC2(CCCC2)C1=O)NCCc1ccc(F)cc1	2.6	i
Cc1c(C(=O)OCC(=O)N(C)Cc2ccc(Cl)cc2)oc2ccccc12	4.6	i
Cc1ccc(NC(=O)COC(=O)CC2CCCC2)cc1F	4.9	i

Later entries.
mol	HDAC3 inh	ANO1 activ
COc1ccc(NC(=O)c2cc(F)cc(F)c2)cc1S(=O)(=O)N1CCCCC1	3.0	i
Cc1noc(C)c1NC(=O)Nc1cccc2c1O[C@H](CN(C)C(=O)Nc1ccc(C(F)(F)F)cc1)[C@@H](C)CN([C@H](C)CO)C2=O	0.0	i
C[C@H](CO)N1C[C@H](C)[C@@H](CN(C)C(=O)NC2CCCCC2)Oc2ccc(NC(=O)NC3CCCCC3)cc2C1=O	-3.2	i
O=C(Cc1c(F)cccc1Cl)OCC(=O)c1ccc[nH]1	-3.3	i
Cc1ccc(O)c(N)c1	-8.2	i
CC1CCCN(C(=O)COC(=O)/C=C/c2ccc(C(F)(F)F)cc2)C1 (stereo unspecified)	-0.9	i
Cc1cc(C)c(C)c(S(=O)(=O)N2CCC(C(=O)N3CCCC3)CC2)c1C	-14.3	i
NS(=O)(=O)c1ccc(CCNC(=O)CNC(=O)c2ccc(Br)o2)cc1	-1.1	i
COc1ccccc1N1CCN(C(=O)c2cc(S(=O)(=O)N3CCCCC3)ccc2C)CC1	4.1	i
Cc1ccc(NC(=O)Cn2c(=O)cnc3ccccc32)cc1S(=O)(=O)N1CCOCC1	-8.2	i

Looked up above:
Value for Cc1cc(C)c(C)c(S(=O)(=O)N2CCC(C(=O)N3CCCC3)CC2)c1C under HDAC3 inh: -14.3
Value for CC1CCCN(C(=O)COC(=O)/C=C/c2ccc(C(F)(F)F)cc2)C1 (stereo unspecified) under HDAC3 inh: -0.9
Value for NS(=O)(=O)c1ccc(CCNC(=O)CNC(=O)c2ccc(Br)o2)cc1 under HDAC3 inh: -1.1
Value for Cc1ccc(NC(=O)Cn2c(=O)cnc3ccccc32)cc1S(=O)(=O)N1CCOCC1 under HDAC3 inh: -8.2
Value for COc1ccc(NC(=O)c2cc(F)cc(F)c2)cc1S(=O)(=O)N1CCCCC1 under HDAC3 inh: 3.0
